S100A4 MyoIIA: inhibitors of human S100A4 binding to myosin IIA peptide; P26447; S100A4/TAMRA-MyoIIA peptide fluorescence polarization; inhibition, % at 10.7 µM; 360,000 compounds, 0.14% hits; AID 652163;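 active means mean inhibition of at least 70% across replicates, with every replicate also reaching that level; inconclusive means mean inhibition reaches 70% but some replicates fall short; inactive means mean inhibition below 70%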
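Assay system: human S100A4 monomer with TAMRA-labelled myosin IIA peptide / Buffer or medium: Calcium-containing HEPES buffer, pH 7.2 / Reagent: TAMRA-labelled myosin IIA heavy-chain peptide probe, 5 nM / Compound: one dose per compound / Timing: polarization read 5 min after assay mix addition, stable 5–60 min / Benchmarks: neutral control DMSO, positive control TFP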
esBAF inh: SWI/SNF esBAF complex inhibition; AID 602393; reporter increase, % at 12.5 µM; 350,000 compounds, 2% hits; mouse ES cells, Bmi1-luciferase knock-in reporter, 24 h; 100% = twice the neutral-well signal; in the data active means activation above about 40%; inconclusive means no clear call, values can overlap the other calls;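 further: 0% = median of the plate's neutral control wells and 100% = double that signal; a rise in the Bmi1 reporter signal indicates esBAF inhibition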
RAD54 branch: inhibitors of human RAD54 branch migration. Q92698. RAD54 Holliday junction branch migration, FAM/BHQ fluorescence. inhibition, % at 10.4 µM. 360,000 compounds, 0.14% hits. AID 602329;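 active means mean normalized replicate activity at least 40 and at least half of replicates scoring 40 or more; inconclusive means only one of the two criteria met; inactive means mean below 40 and under half of replicates reaching 40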;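 further: 0% = median of neutral control wells and 100% = median of positive control wells; inhibitors cause a drop in the FAM fluorescence signal; in these data hits start at about 50%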
RAD52 inh: inhibitors of human RAD52 DNA annealing | 360,000 compounds, 0.46% hits | inhibition, % at 18.7 µM | recombinant RAD52 DNA annealing, FRET fluorescence | AID 651710;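 active means every replicate showing at least 50% inhibition; inconclusive means mean inhibition at least 50% but not in every replicate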
XiGFP reactiv: reactivates the inactive X chromosome in mouse fibroblasts; XiGFP mouse fibroblasts, % GFP-positive cells imaging, 3 d; cells co-treated with 5-aza-dC sensitizer; scaled so ellipticine positive control = 100%; activation, % at 7.58 µM; 360,000 compounds, 0.055% hits; AID 743238;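 active means mean normalized replicate activation at least 10% and every replicate at or above 10%; inconclusive means only one of the two criteria met; inactive means mean below 10% and not all replicates reach 10%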;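 further: 0% = median of on-plate neutral control wells and 100% = ellipticine 6 µM median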
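System: SV40-immortalized XiGFP fibroblast cells, line 68-5-11 / Incubation: 3-day compound exposure, then 15 min fixation at room temperature / Compound: single concentration per compound, delivered by pin transfer / Buffer or medium: DMEM plus 5-aza-dC sensitizer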
ERAP1 HTS inh: ERAP1 (human) enzyme inhibition; Q9NZ08; recombinant ERAP1, Leu-AMC fluorescence, 60 min; inhibition, % at 10.7 µM; 340,000 compounds, 0.15% hits;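 active means mean replicate inhibition of at least 30%, or all replicates individually reaching that 30% level; inactive means mean below 30% and not every replicate reaching it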;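 further: 0% = neutral control wells and 100% = L-leucinethiol positive control wells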
ERp5 inh: blocks human ERp5 reductase activity on insulin | Q15084 | ERp5 insulin aggregation, absorbance 650 nm, 90 min | inhibition, % at 9.99 µM | 350,000 compounds, 0.05% hits;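 active means mean replicate inhibition above about 25%, with every replicate also reaching it, limit read from the data, passing the limit was not always enough; inconclusive means only one of those two criteria met; inactive means neither criterion met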
Target sequence (Q15084 whole entry, looked up): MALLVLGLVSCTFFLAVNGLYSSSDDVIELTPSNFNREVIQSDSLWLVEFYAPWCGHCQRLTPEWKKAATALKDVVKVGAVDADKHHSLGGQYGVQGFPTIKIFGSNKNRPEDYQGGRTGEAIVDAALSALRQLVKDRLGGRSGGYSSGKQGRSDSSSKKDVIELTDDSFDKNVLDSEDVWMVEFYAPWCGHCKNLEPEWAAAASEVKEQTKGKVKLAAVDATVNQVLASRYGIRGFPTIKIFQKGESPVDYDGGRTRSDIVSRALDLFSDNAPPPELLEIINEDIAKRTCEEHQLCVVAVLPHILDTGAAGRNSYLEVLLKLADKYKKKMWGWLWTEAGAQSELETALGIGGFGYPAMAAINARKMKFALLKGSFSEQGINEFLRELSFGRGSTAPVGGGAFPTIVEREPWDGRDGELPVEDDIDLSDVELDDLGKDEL
E-selectin induc: E-selectin induction on HUVECs; HUVEC E-selectin immunofluorescence imaging; normalized: neutral wells 0, TNF-alpha wells 100; AID 686992; P16581; activation, % at 7.58 µM; 260,000 compounds, 0.37% hits;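 active means mean E-selectin-positive cell signal at least 10% of the positive control, reached in at least 60% of replicates, without over 20% cell loss; inconclusive means no rule given, readout overlaps actives, possibly toxicity-flagged; inactive means the rest, including those meeting only one limit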;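 further: in these data hits start at about 27%; measured in HUVEC primary endothelial cells; signal is the percent of cells scored E-selectin positive by PE staining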
Target sequence (P16581 whole entry, looked up): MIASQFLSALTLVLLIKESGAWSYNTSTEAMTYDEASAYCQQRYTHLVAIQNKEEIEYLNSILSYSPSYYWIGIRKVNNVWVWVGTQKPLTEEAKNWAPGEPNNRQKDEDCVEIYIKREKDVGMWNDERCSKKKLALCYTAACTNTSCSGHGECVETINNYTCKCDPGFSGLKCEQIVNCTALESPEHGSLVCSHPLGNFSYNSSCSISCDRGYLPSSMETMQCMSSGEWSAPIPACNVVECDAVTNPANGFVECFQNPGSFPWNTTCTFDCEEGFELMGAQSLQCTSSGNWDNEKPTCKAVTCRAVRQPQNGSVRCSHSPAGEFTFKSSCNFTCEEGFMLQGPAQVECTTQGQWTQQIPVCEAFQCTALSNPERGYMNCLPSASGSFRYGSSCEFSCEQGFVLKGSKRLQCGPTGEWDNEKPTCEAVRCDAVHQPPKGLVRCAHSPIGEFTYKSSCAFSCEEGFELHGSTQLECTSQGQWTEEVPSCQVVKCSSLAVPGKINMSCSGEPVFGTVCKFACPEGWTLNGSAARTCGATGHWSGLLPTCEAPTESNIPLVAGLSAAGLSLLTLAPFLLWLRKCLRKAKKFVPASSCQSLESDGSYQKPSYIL
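material = human umbilical vein endothelial cells (HUVEC), E-selectin induction | quantity = 3,000 cells/well | medium = EGM-2 growth medium on 0.1% gelatin-coated wells | technique = immunofluorescence imaging | read-out basis = % PE-positive cells | control set = TNF-alpha positive control, DMSO neutral control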
* = called active by the depositor; ? = inconclusive; / = no result given. This is a random part of the collection, and some 2.5% of all compounds hit somewhere here.

Start of the listing, in advance (7 entries):
SMILES	S100A4 MyoIIA	esBAF inh	RAD54 branch	RAD52 inh	XiGFP reactiv	ERAP1 HTS inh	ERp5 inh	E-selectin induc
O=C(COc1ccc(Nc2ccccc2)cc1)Nc1ccncc1	4	/	3	-1	-0.1	-4	-1	/
CCCS(=O)(=O)N1CCCC(C(=O)c2ccccc2OC)C1 (configuration not stated)	-23	/	/	-1	0.1	0	-1	0.8
C[C@H]1CN([C@@H](C)CO)C(=O)c2cc(C#Cc3cccc(F)c3)cnc2O[C@H]1CN(C)CC1CCCC1	2	-4	-1	7	0.0	-1	-14	0.8
Cc1cccc(C)c1NC(=O)C(c1ccc(C#N)cc1)n1c(=O)c(-c2ccccc2)nc2ccccc21 (configuration not stated)	2	/	/	-1	0.0	1	-1	-0.1
COC(=O)c1ccc(CSc2cc(C)c3cc(C)cc(C)c3n2)o1	-7	/	/	-16	0.4	0	1	/
O=C(Cn1c(=O)oc2ccccc21)NCCc1ccccc1	-1	-2	4	-14	0.1	0	3	-0.1
CC(C)NC(=O)N(C)C[C@H]1Oc2c(NC(=O)CCCCCC(=O)Nc3ccccc3N)cccc2C(=O)N([C@H](C)CO)C[C@H]1C	4	/	/	3	0.0	2	-3	-13

The whole of this part (from the top)
SMILES	S100A4 MyoIIA	esBAF inh	RAD54 branch	RAD52 inh	XiGFP reactiv	ERAP1 HTS inh	ERp5 inh	E-selectin induc
O=C(COc1ccc(Nc2ccccc2)cc1)Nc1ccncc1	4	/	3	-1	-0.1	-4	-1	/
CCCS(=O)(=O)N1CCCC(C(=O)c2ccccc2OC)C1 (configuration not stated)	-23	/	/	-1	0.1	0	-1	0.8
C[C@H]1CN([C@@H](C)CO)C(=O)c2cc(C#Cc3cccc(F)c3)cnc2O[C@H]1CN(C)CC1CCCC1	2	-4	-1	7	0.0	-1	-14	0.8
Cc1cccc(C)c1NC(=O)C(c1ccc(C#N)cc1)n1c(=O)c(-c2ccccc2)nc2ccccc21 (configuration not stated)	2	/	/	-1	0.0	1	-1	-0.1
COC(=O)c1ccc(CSc2cc(C)c3cc(C)cc(C)c3n2)o1	-7	/	/	-16	0.4	0	1	/
O=C(Cn1c(=O)oc2ccccc21)NCCc1ccccc1	-1	-2	4	-14	0.1	0	3	-0.1
CC(C)NC(=O)N(C)C[C@H]1Oc2c(NC(=O)CCCCCC(=O)Nc3ccccc3N)cccc2C(=O)N([C@H](C)CO)C[C@H]1C	4	/	/	3	0.0	2	-3	-13
Cc1ccc(C)c(N2C(=O)c3ccc(C(=O)OCC(=O)c4c(N)n(C)c(=O)n(C)c4=O)cc3C2=O)c1	1	/	/	-11	-0.4	6	-1	2.4
COc1cc(/C=C2\SC(c3ccc(C)cc3)=NC2=O)cc(OC)c1O	-3	/	/	-40	/	-2	-4	/
COC(=O)c1cc(S(=O)(=O)Nc2ccc(C)cn2)c[nH]1	2	1	-6	-9	0.3	-2	3	2.0
C[C@H]1CN([C@@H](C)CO)C(=O)c2cc(NC(=O)Nc3ccc(C(F)(F)F)cc3)ccc2O[C@H]1CN(C)Cc1ccncc1	8	-5	3	6	/	-3	-2	/
C[C@@H]1CN([C@@H](C)CO)S(=O)(=O)c2ccc(C#CCN(C)C)cc2O[C@H]1CN(C)Cc1ccc(F)cc1	-16	-9	-1	5	-1.0	0	-2	0.2
Cc1ccc(S(=O)(=O)N(C)CC(=O)Nc2ccncc2)cc1	9	7	2	-1	/	-2	5	/
COc1ccc(S(=O)(=O)N2CCOCC2)cc1NC(=O)COc1ccc2c(C)cc(=O)oc2c1	4	2	9	-6	0.3	-3	1	-0.5
O=S(=O)(NCC(c1ccc2c(c1)OCO2)N1CCOCC1)c1ccc(Br)cc1 (configuration not stated)	13	2	-2	2	1.7	1	2	1.5
CC(=O)NC(CC(C)C)C(=O)O (configuration not stated)	5	7	-18	-2	-0.1	-3	-3	0.8
CCN1C(=O)CSC1=Nc1ccc(C(=O)OC)cc1	-2	0	0	-9	-0.1	12	-3	0.6
C[C@@H]1CCCCO[C@H](CN(C)Cc2ccccc2)[C@@H](C)CN([C@@H](C)CO)C(=O)c2cc(NC(=O)Nc3cccc4ccccc34)ccc2O1	-4	-4	-1	3	0.3	0	1	/
C[C@@H]1CN([C@@H](C)CO)C(=O)c2cc(N(C)C)ccc2O[C@H]1CN(C)Cc1ccccc1	-5	3	0	-13	-1.0	1	8	-0.4
O=C(O)C[C@@H]1C[C@H]2c3cc(NC(=O)Cc4ccncc4)ccc3O[C@H]2[C@@H](CO)O1	-2	/	/	-10	0.2	-1	11	-0.1
COC(C(=O)Nc1ccnn1C1CCN(C(=O)c2ccc(C=O)cc2)CC1)c1ccccc1 (configuration not stated)	-1	1	-7	5	0.2	4	-12	0.0
COc1ccc(CCN2CC(C(=O)NCC(=O)Nc3ccc(F)c(F)c3)CC2=O)cc1OC (configuration not stated)	-1	/	-3	-2	-0.1	-1	2	-5.7
COc1ccc(CN2CCN(CCCc3ccccc3)C(CCO)C2)c(O)c1 (configuration not stated)	-4	-3	-4	1	0.0	4	4	0.1
CCc1ccc(Nc2n[n+](-c3ccccc3)c(-c3cc(OC)c(OC)cc3Br)s2)cc1	-4	-11	5	-14	0.0	0	7	-0.2
Cc1nc(-c2ccc(Cl)cc2)sc1C1(C)CC(c2cccc([N+](=O)[O-])c2)=NO1 (configuration not stated)	-14	15	-3	-6	0.1	-1	-1	0.5
O=C(NCC[C@H]1CC[C@@H](NC(=O)C2CCCC2)[C@H](CO)O1)c1cnccn1	33	-3	-2	-3	0.1	0	0	0.0
CC1=C(C#N)C(c2ccccc2)C2=C(N1)c1ccccc1C2=O (configuration not stated)	-2	-3	5	-7	1.6	0	-1	2.0
C[C@H]1CN([C@@H](C)CO)C(=O)Cc2cc(NC(=O)Nc3cccc4ccccc34)ccc2O[C@@H]1CN(C)Cc1ccc(Cl)c(Cl)c1	-7	-1	-2	13	-0.1	-2	-1	-1.3
S=C(Nc1ccc(Cl)cc1Cl)N1CCCC1	-4	36	-9	-2	0.3	1	-2	/
COc1ccc(NC(=O)c2cccc(N3C(=O)C4C5C=CC(C5)C4C3=O)c2)cc1Cl (configuration not stated)	-1	-6	-3	3	0.0	1	3	/
CO[C@@H]1CN(C)C(=O)c2cc(NC(=O)c3nc4ccccc4s3)ccc2OC[C@H](C)N(Cc2ccncc2)C[C@H]1C	19	3	-1	29	/	2	-1	/
CNC[C@@H]1OCCCC[C@H](C)Oc2ccc(NC(=O)Cc3ccccc3)cc2C(=O)N([C@@H](C)CO)C[C@H]1C	-35	-6	-22	-242	-0.1	0	0	0.0
COc1cccc(OCc2nnc(SCC(=O)N3c4ccccc4Sc4ccc(Cl)cc43)o2)c1	-2	/	/	16	0.0	-2	-2	0.6
COc1cccc(CN2CC(C(=O)NCCc3cn4cccnc4n3)CCC2=O)c1 (configuration not stated)	-2	-8	7	-22	-0.1	-1	0	-0.1
CC(=O)CCc1ccc(OCCCCN2CCC(Cc3ccccc3)CC2)cc1	-1	-8	6	7	0.0	0	3	6.5
COc1ccc(NC(=S)N(CCC(C)C)C2CCN(C(C)C)CC2)cc1	-4	2	-17	-9	0.2	0	4	0.0
CCSc1n[nH]c(=S)s1	-4	/	/	-18	0.3	6	-2	1.6
C[C@@H]1CN([C@@H](C)CO)C(=O)c2cc(NC(=O)Cc3cn(C)c4ccccc34)ccc2O[C@@H]1CN(C)Cc1ccc(Cl)c(Cl)c1	7	7	-11	20	0.1	-1	2	-8.3
CCC1CCC/C1=N\NC(=O)c1ccccc1Cl (configuration not stated)	-3	/	-17	-8	0.1	-4	-3	0.1
COc1ccc2c3c([nH]c2c1)[C@@H](CO)N(C(=O)C1CCCC1)CC31CCN(Cc2nccs2)CC1	-14	/	/	5	0.4	0	1	-0.2
O=C(NCc1ccccc1Cl)C1CCC(=O)N(CC2CCCCC2)C1 (configuration not stated)	-1	-5	0	-6	0.0	2	-5	-0.3
O=S(=O)(c1cccc(F)c1)N1CC[C@@H]2[C@@H](CO)Nc3ccc(Br)cc3[C@@H]21	-4	4	2	-18	0.1	-1	-5	0.1
CC1CCCC(NC(=O)COC(=O)/C=C/c2ccc3c(c2)OCO3)C1C (configuration not stated)	-2	/	-3	-7	0.0	-1	1	-0.8
O=C(O)C1CCCCC1C(=O)Nc1ccc(S(=O)(=O)N2CCCCCC2)cc1 (configuration not stated)	-4	-7	/	0	0.1	-4	0	/
Cc1ccc(C)c(NS(=O)(=O)c2ccc(-c3coc(C)n3)cc2)c1	0	-2	9	-17	0.0	0	0	/
CC(=O)N1[C@H](CO)[C@H](c2ccccc2)[C@@H]1CN(C)S(=O)(=O)c1ccccc1	5	2	2	-5	-0.1	3	3	-0.3
CCn1cnc2sc(C(=O)Oc3ccc(Br)cc3)c(C)c2c1=O	-1	/	/	0	0.0	-3	-4	/
C[N+](C)(C)CCN1C(=O)c2ccccc2C1=O	-2	/	/	-10	0.1	/	2	6.5
Cc1ccc(C(=O)OCC(=O)c2ccccc2)cc1	0	8	3	4	0.0	4	-1	/
O=C1CC(c2ccccc2)CC(O)=C1C=Nc1ccccc1O (configuration not stated)	5	/	/	-22	0.0	10	0	0.5
CC1CCCCN1Cc1c(O)ccc2c(=O)c(-c3ccc(Cl)cc3)coc12 (configuration not stated)	7	?	-14	-11	0.0	-1	-8	/
O=C(CSc1nc2[nH]ncc2c(=O)[nH]1)NCCc1ccccc1	6	/	/	-14	0.0	-4	-2	0.0
O=C(Oc1c(CN2CCOCC2)cc(Cl)c2cccnc12)c1ccccc1Br	-4	-1	-1	-6	-0.1	8	4	/
CO[C@@H]1CN(C)C(=O)c2ccc(NC(=O)c3ccccc3F)cc2OC[C@H](C)N(C(C)=O)C[C@@H]1C	18	1	-16	19	0.0	4	-1	0.4
O=C(NCc1ccco1)/C(=C/c1cccc(C(F)(F)F)c1)c1nc2ccccc2[nH]1	/	6	-6	/	0.3	/	/	1.1
CC(C)=NNC1=NC(C)(C)Cc2ccccc21	0	-1	4	-7	0.0	/	2	0.2
Cc1cc(N2CCN(C(=O)OC(C)(C)C)C[C@@H]2C)ccc1N1CCN(Cc2ccccc2)[C@H](C)C1	-19	/	/	-2	0.2	4	4	0.7

Compound profiles (already shown):
`C[C@@H]1CN([C@@H](C)CO)C(=O)c2cc(N(C)C)ccc2O[C@H]1CN(C)Cc1ccccc1` reads S100A4 MyoIIA = -5; esBAF inh = 3; RAD54 branch = 0; RAD52 inh = -13; XiGFP reactiv = -1.0; ERAP1 HTS inh = 1; ERp5 inh = 8; E-selectin induc = -0.4
`CNC[C@@H]1OCCCC[C@H](C)Oc2ccc(NC(=O)Cc3ccccc3)cc2C(=O)N([C@@H](C)CO)C[C@H]1C` reads S100A4 MyoIIA = -35; esBAF inh = -6; RAD54 branch = -22; RAD52 inh = -242; XiGFP reactiv = -0.1; ERAP1 HTS inh = 0; ERp5 inh = 0; E-selectin induc = 0.0

From PubChem BioAssay
